# Hsp90 block = displaces geldanamycin probe from tumor Hsp90 | P07900 | NCI-N417 lysate Hsp90, Cy3B-geldanamycin FP displacement | inhibition, % at 30 µM | 64,000 compounds, 0.35% hits;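 active means inhibition above 50%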;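 further: 0% = tracer plus lysate wells and 100% = tracer alone without lysate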
# D1 allo mod = allosteric modulators of human D1 dopamine receptor. HEK293 D1, CRE-luciferase, dopamine EC30 potentiation; actives deviate in either direction. 58,000 compounds, 5.9% hits. B-score at 10 µM. AID 641;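 active means luminescence count or its row- and column-corrected plate score outside the 99.7% band of the plate's sample wells, on either side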
# Target sequence (P21728 whole entry, looked up): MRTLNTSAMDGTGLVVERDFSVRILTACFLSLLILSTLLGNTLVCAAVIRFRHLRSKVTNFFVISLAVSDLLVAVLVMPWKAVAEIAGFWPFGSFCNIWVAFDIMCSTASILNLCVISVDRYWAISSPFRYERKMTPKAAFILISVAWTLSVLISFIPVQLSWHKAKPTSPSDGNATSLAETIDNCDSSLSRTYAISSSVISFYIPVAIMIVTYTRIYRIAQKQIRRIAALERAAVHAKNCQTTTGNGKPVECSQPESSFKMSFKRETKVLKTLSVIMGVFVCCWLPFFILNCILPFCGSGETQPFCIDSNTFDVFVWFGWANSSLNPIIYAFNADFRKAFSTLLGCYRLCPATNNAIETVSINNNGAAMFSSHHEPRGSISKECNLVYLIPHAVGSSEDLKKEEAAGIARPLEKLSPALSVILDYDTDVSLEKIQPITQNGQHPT
# Cdc25B inh = human M-phase inducer phosphatase 2 inhibition | P30305 | recombinant Cdc25B, OMFP fluorescence Ex485/Em525 | 65,000 compounds, 0.1% hits | inhibition, %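 (compounds tested at 10 µM final in the well)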 | AID 368; in the data active means inhibition above about 50%
# tolC growth inh = E. coli tolC mutant growth inhibition; E. coli BW25113 tolC mutant growth, OD615; growth inhibition, % at 10 µM (by protocol); 65,000 compounds, 2.2% hits;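 active means growth inhibition at or above a cutoff equal to the mean over every tested compound plus 3 SD, cut at about 60% in these data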;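 further: growth measured after 20 h incubation at 37 °C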
#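 signal = optical density read at 615 nm | test system = E. coli ΔtolC::kan strain BW25113 | timing = 20 h compound exposure of bacteria at 37 °C | buffer or medium = LB medium plus 50 µg/mL kanamycin | compound dosing = 10 µM final, single dose | evaluation = % inhibition of E. coli growth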
# MKP-1 inh = inhibitors of human MKP-1 phosphatase | P28562 | 65,000 compounds, 0.15% hits | recombinant MKP-1, OMFP hydrolysis fluorescence | inhibition, %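 (compounds tested at a single concentration somewhere between 10 and 100 µM)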;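 active means inhibition above about 50%, limit read from the data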;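 further: 0% = DMSO max control wells and 100% = wells with enzyme stopped by NaOH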
# The depositor's hits bear a star; · = no result given. Not all compounds are listed; count on the stated rates, not on these rows.
# Codes – A = Hsp90 block; B = D1 allo mod; C = Cdc25B inh; D = tolC growth inh; E = MKP-1 inh
1. CC(N)=NCCC[C@H](N)C(=O)O
  A: -0.7; B: ·; C: ·; D: ·; E: ·
2. Cc1c(C)c2c(c(C)c1O)CCC(C)(CN1CCN(c3cc(N4CCCC4)nc(N4CCCC4)n3)CC1)O2 (stereo not drawn)
  A: 3.2; B: ·; C: ·; D: ·; E: ·
3. O=C(O)CP(=O)(O)O
  A: 1.5; B: ·; C: ·; D: ·; E: ·
4. Nc1ncnc2c1ncn2[C@@H]1O[C@H](COP(=O)(O)OP(=O)(O)OP(=O)(O)OP(=O)(O)OC[C@@H]2O[C@H](n3cnc4c(N)ncnc43)C(O)[C@@H]2O)[C@H](O)C1O (stereo partly drawn)
  A: 10.6; B: ·; C: ·; D: ·; E: ·
5. CCC(=O)c1ccc2c(c1)N(CCCN(C)C)c1ccccc1S2
  A: 3.7; B: ·; C: ·; D: ·; E: ·
6. NS(=O)(=O)c1cccc2c1c([N+](=O)[O-])cc1nc(O)c(O)nc12
  A: 15.5; B: ·; C: ·; D: ·; E: ·
7. S=C(S)OC1CC2CC1C1CCCC21 (stereo not drawn)
  A: 2.6; B: ·; C: ·; D: ·; E: ·
8. NC1CCN(c2cccc(Cl)n2)CC1
  A: -0.1; B: ·; C: ·; D: ·; E: ·
9. O=c1cc(-c2ccc(O)cc2)oc2cc(O)cc(O)c12
  A: -3.0; B: ·; C: ·; D: ·; E: ·
10. CC(C)C[C@H]1C(=O)N2CCC[C@H]2[C@]2(O)O[C@](NC(=O)[C@@H]3C=C4c5cccc6[nH]c(Br)c(c56)C[C@H]4N(C)C3)(C(C)C)C(=O)N12
  A: -5.3; B: ·; C: ·; D: ·; E: ·
11. Oc1cc2c(c(Cl)c1O)CCNCC2c1ccccc1 (stereo not drawn)
  A: 81.5*; B: ·; C: ·; D: ·; E: ·
12. CC1=C(C(=O)O)N2C(=O)[C@@H](NC(=O)C(N)c3ccccc3)[C@H]2SC1 (stereo partly drawn)
  A: 2.6; B: ·; C: ·; D: ·; E: ·
13. CCCCCC[C@@H]([C@@H](C)O)n1cnc2c(N)ncnc21
  A: 0.1; B: ·; C: ·; D: ·; E: ·
14. O=C(O)c1cc2cc(Cc3cccnc3)ccc2o1
  A: -3.8; B: ·; C: ·; D: ·; E: ·
15. O=c1oc(Cl)c(Cl)c2ccccc12
  A: -3.8; B: ·; C: ·; D: ·; E: ·
16. Cn1c(SCC(=O)NCC2CCCO2)nc2c([nH]c3ccccc32)c1=O (stereo not drawn)
  A: ·; B: ·; C: ·; D: 3.1; E: ·
17. Nc1cccc(C(=O)Nc2ccc3nc(-c4cccnc4)[nH]c3c2)c1
  A: ·; B: ·; C: ·; D: -0.9; E: ·
18. CCOc1ccc(-n2c(SC(C)C(=O)OC)nc3c(c2=O)SCC3)cc1 (stereo not drawn)
  A: ·; B: ·; C: ·; D: 12.8; E: ·
19. CCOC(=O)C(C)(C)Sc1ncnc2nc[nH]c12
  A: ·; B: -0.573; C: ·; D: ·; E: ·
20. Cc1ccccc1Cn1cc(S(=O)(=O)CC(=O)N2CCCCC2)c2ccccc21
  A: ·; B: -0.899; C: ·; D: ·; E: ·
21. C=CCn1c(CCCNC(=O)CCC)nc2ccccc21
  A: ·; B: -0.011; C: ·; D: -21.9; E: ·
22. COc1ccccc1-n1c(SCC(=O)Nc2nnc(C)s2)nc2c(c1=O)SCC2
  A: ·; B: -0.0887; C: ·; D: 2.6; E: ·
23. FC(F)Sc1ccc(Nc2ncnc3nc[nH]c23)cc1
  A: ·; B: -1.44; C: ·; D: -6.5; E: ·
24. CCCn1c(CN(C)Cc2ccccc2)nc2c1c(=O)n(C)c(=O)n2C
  A: ·; B: -2.57; C: ·; D: -2.9; E: ·
25. NCC[C@H](O)C(=O)N[C@@H]1C[C@H](N)[C@@H](O[C@H]2O[C@H](CN)[C@@H](O)[C@H](O)[C@H]2O)[C@H](O)[C@H]1O[C@H]1O[C@H](CO)[C@@H](O)[C@H](N)[C@H]1O
  A: ·; B: ·; C: -7.6; D: 1.6; E: -18.0
26. O=C(O)c1cnccn1
  A: ·; B: ·; C: -4.9; D: -15.1; E: 10.2
27. O.O.O.O=S(=O)([O-])OC[C@H]1O[C@@H](O[C@]2(COS(=O)(=O)[O-])O[C@H](OS(=O)(=O)[O-])[C@@H](OS(=O)(=O)[O-])[C@@H]2OS(=O)(=O)[O-])[C@H](OS(=O)(=O)[O-])[C@@H](OS(=O)(=O)[O-])[C@@H]1OS(=O)(=O)[O-].[Al]
  A: ·; B: ·; C: -4.8; D: -6.6; E: 9.9

# Nine entries out of the list, arranged by heavy-atom count, ascending:
# Codes – A = Hsp90 block; B = D1 allo mod; C = Cdc25B inh; D = tolC growth inh; E = MKP-1 inh
26. O=C(O)c1cnccn1
  A: ·; B: ·; C: -4.9; D: -15.1; E: 10.2
19. CCOC(=O)C(C)(C)Sc1ncnc2nc[nH]c12
  A: ·; B: -0.573; C: ·; D: ·; E: ·
23. FC(F)Sc1ccc(Nc2ncnc3nc[nH]c23)cc1
  A: ·; B: -1.44; C: ·; D: -6.5; E: ·
21. C=CCn1c(CCCNC(=O)CCC)nc2ccccc21
  A: ·; B: -0.011; C: ·; D: -21.9; E: ·
17. Nc1cccc(C(=O)Nc2ccc3nc(-c4cccnc4)[nH]c3c2)c1
  A: ·; B: ·; C: ·; D: -0.9; E: ·
16. Cn1c(SCC(=O)NCC2CCCO2)nc2c([nH]c3ccccc32)c1=O (stereo not drawn)
  A: ·; B: ·; C: ·; D: 3.1; E: ·
20. Cc1ccccc1Cn1cc(S(=O)(=O)CC(=O)N2CCCCC2)c2ccccc21
  A: ·; B: -0.899; C: ·; D: ·; E: ·
25. NCC[C@H](O)C(=O)N[C@@H]1C[C@H](N)[C@@H](O[C@H]2O[C@H](CN)[C@@H](O)[C@H](O)[C@H]2O)[C@H](O)[C@H]1O[C@H]1O[C@H](CO)[C@@H](O)[C@H](N)[C@H]1O
  A: ·; B: ·; C: -7.6; D: 1.6; E: -18.0
27. O.O.O.O=S(=O)([O-])OC[C@H]1O[C@@H](O[C@]2(COS(=O)(=O)[O-])O[C@H](OS(=O)(=O)[O-])[C@@H](OS(=O)(=O)[O-])[C@@H]2OS(=O)(=O)[O-])[C@H](OS(=O)(=O)[O-])[C@@H](OS(=O)(=O)[O-])[C@@H]1OS(=O)(=O)[O-].[Al]
  A: ·; B: ·; C: -4.8; D: -6.6; E: 9.9

# Source: PubChem BioAssay (several laboratories)
